PLK1 PBD block: PLK1 (human) polo-box domain binding inhibition; P53350; Plk1 PBD binding of FITC phosphopeptide, fluorescence polarization; Potency, µM, inactives show max response, negative = inhibition, usual class: inhibitors; 360,000 tested, 2.8% active; AID 720504; further: potency means the concentration at half of the fitted maximal effect; series mostly up to about 57 µM; on the % scale 0 is the no-effect control and ±100 the full control effect; nearly all actives have a fitted effect of over 65% in size
GLP1R inv ag: acts as inverse agonist at human GLP-1 receptor. Potency, µM (titrated, usually from 38.3 µM), without a hit: at the top dose activity change, negative = inhibition, actives largely listed as inhibitors. 410,000 tested, 1.6% active. P43220. AID 624417. HEK293 GLP-1R CRE-luciferase, luminescence, 24 h; GLP-1R form is constitutively active; further: potency means the concentration at half of the fitted maximal effect; on the % scale 0 is the no-effect control and ±100 the full control effect; nearly all actives have a fitted effect of over 55% in size
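HEK293 cells stably co-expressing constitutively active GLP-1R and a cAMP-responsive luciferase reporter were seeded in DMEM with 10% Nu serum, given compounds after 12 h, and incubated 24 h at 37 deg C. Luminescence was then read.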
GLP1R ag: GLP-1 receptor (human) agonism. 380,000 tested, 0.007% active. P43220. Potency, µM (doses to about 45.6 µM), for the others: at the highest dose activation, usual class: activators. HEK293 GLP-1R CRE-luciferase, luminescence, 4-6 h; cells express a hypersensitive GLP-1R form; further: potency means the concentration at half of the fitted maximal effect; % of control where 0% means no effect
WRN helicase inh: inhibitors of human WRN helicase; Potency, µM (series often up to 114 µM), for inactives: top-dose activity change, negative = inhibition, most hits filed as inhibitors; AID 651768; 360,000 tested, 0.46% active; WRN helicase unwinding, fluorescent forked duplex, kinetic; further: potency means the concentration at half of the fitted maximal effect; on the % scale 0 is the no-effect control and ±100 the full control effect; nearly all actives have a fitted effect of over 55% in size
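Screening of the MLSMR collection measured strand separation of a quenched forked DNA duplex (100 nM) by 20 nM WRN with 2 mM ATP, all final. Compounds were preincubated with enzyme 15 min at room temperature.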
IL2 activator: activates IL-2 in a cell-based reporter assay. IL-2 activation reporter assay, cell-based qHTS; stimulated with anti-CD3/CD4/CD28 beads; in transgenic mouse T cells. activation, % (series mostly up to about 46 µM). 360,000 tested, 0.065% active. AID 652025; in the data active means activation above about 50%; inconclusive means mostly about 30% to 49%; further: 0% is about no effect
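Using fluorescent plate cytometry, EGFP and DsRed are detected in transgenic mouse T cells stimulated 18 h at 37 degrees C with antibody-coated beads after 60 min compound pretreatment.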
D3 ag: agonists of human D3 dopamine receptor; P35462; D3R DiscoveRx beta-arrestin cells, luminescence, 90 min; max activation, %; 410,000 tested, 0.58% active; AID 652048; in the data active means max activation above about 30%; further: 0% is about no effect; mostly tested at two doses, the higher about 12 µM
Target sequence (P35462 whole entry, looked up): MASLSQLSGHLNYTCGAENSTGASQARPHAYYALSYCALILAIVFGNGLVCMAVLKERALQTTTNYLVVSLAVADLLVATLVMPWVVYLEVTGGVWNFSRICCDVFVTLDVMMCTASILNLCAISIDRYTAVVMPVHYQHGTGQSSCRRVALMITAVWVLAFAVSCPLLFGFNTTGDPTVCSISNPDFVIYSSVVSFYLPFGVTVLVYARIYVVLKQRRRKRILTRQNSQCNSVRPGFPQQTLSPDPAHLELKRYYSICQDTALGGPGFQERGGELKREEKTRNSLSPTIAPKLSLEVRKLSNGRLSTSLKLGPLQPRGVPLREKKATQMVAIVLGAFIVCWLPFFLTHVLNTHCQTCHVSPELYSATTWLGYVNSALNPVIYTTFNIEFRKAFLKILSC
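Cells at 1500/well, incubated overnight, then treated with pinned compounds (dopamine as control) for 90 min at 37 degrees C. DiscoveRx reagent added for 30 - 60 minutes at room temperature; luminescence read.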
GLP1R cytotox: cytotoxic in the GLP-1 receptor inverse agonist counter-screen. 410,000 tested, 0.13% active. HEK293 cAMP-luciferase reporter cells, luminescence, 24 h. Potency, µM (highest dose often 38.3 µM), without a hit: at the highest dose activity change, negative = inhibition, usual class: inhibitors;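 further: loss of luciferase light is scored as toxicity; potency means the concentration at half of the fitted maximal effect; on the % scale 0 is the no-effect control and ±100 the full control effect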
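To flag toxic compounds, the library was rerun on cells for 24 hr at 37 deg C and 5% CO2. Viability-linked luminescence was captured 12 min after adding luciferase detection reagent.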
D3 antag: D3 dopamine receptor (human) antagonism | P35462 | D3R cells, DiscoveRx beta-arrestin luminescence, antagonist mode; active compounds read low | 360,000 tested, 2.5% active | max response, negative = inhibition, %; in the data active means max response below about -50%; inconclusive means no clear call, values can overlap the other calls; further: on the % scale 0 is the no-effect control and ±100 the full control effect; mostly tested at two doses, the higher about 12 µM
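Cells plated overnight at 1500 cells/well, then exposed to library compounds with dopamine controls for 90 minutes at 37 degrees C. DiscoveRx reagent added for 30–60 minutes at room temperature; luminescence read, quantitative HTS format.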
PI5P4K alpha inh: inhibitors of human PI5P4K alpha; P48426; PI5P4Kalpha enzyme, ADP-Glo luminescence, 60 min; active compounds read low; max response, %; 330,000 tested, 1.2% active; active means max response of -50% or lower; inconclusive means between -30% and -50%; inactive means -30% or higher; further: value at the top dose of about 77 µM; on the % scale 0 is the no-effect control and ±100 the full control effect
Target sequence (P48426 whole entry, looked up): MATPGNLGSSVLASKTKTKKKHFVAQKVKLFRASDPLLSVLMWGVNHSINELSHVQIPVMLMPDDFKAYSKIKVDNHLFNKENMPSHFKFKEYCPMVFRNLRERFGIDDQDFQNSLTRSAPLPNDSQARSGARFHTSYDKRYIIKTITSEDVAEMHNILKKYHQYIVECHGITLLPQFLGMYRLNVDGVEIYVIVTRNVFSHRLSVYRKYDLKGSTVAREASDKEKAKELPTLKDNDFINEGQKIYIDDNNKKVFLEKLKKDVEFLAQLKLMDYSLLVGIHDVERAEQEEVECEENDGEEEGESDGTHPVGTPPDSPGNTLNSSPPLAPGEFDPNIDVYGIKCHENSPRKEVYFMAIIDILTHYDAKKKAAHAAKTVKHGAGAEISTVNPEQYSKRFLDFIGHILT
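qHTS, 1536-well: enzyme/substrate mix, compound by pin tool, 5 microM ATP final; RT 60 min; ADP-Glo reagents 1 (45 min) then 2 (30 min); luminescence.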
An asterisk follows results filed as active; u = inconclusive; x = not tested or not shown; & = joins results of further samples; [ ] = remark or other dose. Unless noted, the call rests on the fitted dose curve; in most records, active means well fitted curve in the direction sought with a large enough effect; inconclusive means small, poorly fitted or top-dose-only effect, or another doubt; inactive means no such curve, though single readings can be large; an effect the other way counts as inactive or inconclusive.

SMILES	PLK1 PBD block	GLP1R inv ag	GLP1R ag	WRN helicase inh	IL2 activator	D3 ag	GLP1R cytotox	D3 antag	PI5P4K alpha inh
COc1ccc2c(c1OC)CN1CCc3cc4c(cc3C1C2)OCO4 (centres undefined)	-19%	-10%	11%	21%	-0.5	-2&-14	-6%	-106*	3
NC1CC2CCCCC2CC1(O)c1ccccc1 (centres undefined)	29%	0%	-2%	-2%	-1.4	7	-13%	15	8
N#CCCn1cc(C(=O)Nc2ccccc2Cl)c(-c2ccc(F)cc2)n1	-12%	-16%	-5%	-28%	-0.2	5	21%	-7	11
CCOc1cc2c(cc1OCC)-n1cccc1C(c1ccc(OC)c(O)c1)NC2 (centres undefined)	-7%	u	17%	4%	-0.3	-9	-12%	-22	-8
O=C(Nc1ccc(Cl)cc1)O/N=C(\c1ccccc1)c1ccccn1	u	19%	-2%	-5%	0.0	-3	-9%	5	x
CC(=O)OC1(Cc2ccccc2)CN2CCC1c1ccccc12 (centres undefined)	0%	u	-2%	-4%	-0.3	-1	5%	13	5
CCc1cc(=O)oc2cc(OCC(=O)N3C[C@H]4C[C@@H](C3)c3cccc(=O)n3C4)c(Cl)cc12	-4%	10%	-1%	-3%	-0.6	-14	2%	28	-4
CCC(=O)CC(c1ccccc1)c1c(O)c2ccccc2sc1=O (centres undefined)	-2%	-4%	6%	2%	-0.6	-3	-3%	1	-3
CCC(=Nc1ccc2c(c1)CCC2)c1c(O)n(C2CCCCC2)c(=O)[nH]c1=O	-4%	1%	2%	-13%	-1.8	1	-1%	14	-2
COc1ccccc1-n1c(-c2cccs2)nc2ccccc2c1=O	1%	u	13%	4%	1.4	-5	-24%	5	0
C[N+]1(C)[C@@H]2CC[C@H]1CC(OC(=O)[C@@H](CO)c1ccccc1)C2 (some centres undefined)	-28%	1%	6%	-11%	-1.4	-3	20%	-28	-58*
O=c1c2ccccc2nc(-c2ccc(-c3ccccc3)cc2)n1-c1ccncc1	-3%	26%	3%	-14%	0.3	11	-12%	9	x
COC(=O)C1=C(c2ccc3ccccc3c2)C[C@@H]2CC[C@H]1N2C(=O)NCc1ccco1	-6%	-18%	6%	-1%[11.6 µM]	-2.6	-11	-12%	0	-21
C/C=C(\C)C(=O)N[C@@H](c1ccccc1)[C@@H](O)C(=O)O[C@H]1C[C@@]2(O)[C@@H](OC(=O)c3ccccc3)C3[C@](C)(C(=O)[C@H](O)C(=C1C)C2(C)C)[C@@H](O)C[C@H]1OC[C@@]31OC(C)=O (some centres undefined)	1%	-52%	2%	9%	0.3	0	-28%	5	-6
CCN(CC)CCN(C(=O)CCS(=O)(=O)c1ccccc1)c1nc2c(C)cc(C)cc2s1	-1%	u	-4%	-20%	-4.5	-24	u	-2	20

Some of these compounds in order of count of non-hydrogen atoms, descending:
SMILES	PLK1 PBD block	GLP1R inv ag	GLP1R ag	WRN helicase inh	IL2 activator	D3 ag	GLP1R cytotox	D3 antag	PI5P4K alpha inh
O=c1c2ccccc2nc(-c2ccc(-c3ccccc3)cc2)n1-c1ccncc1	-3%	26%	3%	-14%	0.3	11	-12%	9	x
N#CCCn1cc(C(=O)Nc2ccccc2Cl)c(-c2ccc(F)cc2)n1	-12%	-16%	-5%	-28%	-0.2	5	21%	-7	11
CCC(=O)CC(c1ccccc1)c1c(O)c2ccccc2sc1=O (centres undefined)	-2%	-4%	6%	2%	-0.6	-3	-3%	1	-3

Next part
SMILES	PLK1 PBD block	GLP1R inv ag	GLP1R ag	WRN helicase inh	IL2 activator	D3 ag	GLP1R cytotox	D3 antag	PI5P4K alpha inh
O=C(CCc1ccccc1)N1Cc2cc(N3CCOCC3)ccc2-n2nncc2C1	-17%	15%	10%	-1%	-0.6	-10	3%	0	5
CC(C)(C)NCCC(O)c1cc(C(F)(F)F)nc2c(C(F)(F)F)cccc12 (centres undefined)	1%	u	-9%	6%	-5.6	-5	u	1	17
Cc1ccc(C(=O)Nc2ccccc2)cc1S(=O)(=O)N1CCCC1	x	-28%	8%	x	x	6	0%	x	x
CCOP(=O)(OCC)C(NC(=O)NC)C(N)=O (centres undefined)	0%	0%	-1%	3%	-1.0	-3	-5%	-8	-7
CC(C)CC(=O)NC(Oc1ccc(Cl)cc1)C(Cl)(Cl)Cl (centres undefined)	-2%	u	-11%	-4%	-1.5	2	1%	-24	7
COc1cccc(-n2c(/C=C/c3ccc(O)c(O)c3)nc3ccccc3c2=O)c1	65%[activator]	97%[activator]	30%	-31%	-0.1	22	214%[activator]	24	u
O=c1[nH]c2ccccc2n1C1CCN(Cc2ccc(-c3nc4ccccc4nc3-c3ccccc3)cc2)CC1	-5%	u	-2%	-5%	-0.9	-16	u	-92*	-3
O=C(NC1CCCCC1)N1Cc2cc(-c3ccccc3)ccc2-n2nncc2C1	-2%	u	-3%	2%	-0.6	3	0%	6	-7
CC(C)(C)P(=O)(N1CCOCC1)N1CCOCC1	-2%	-1%	-5%	-13%	-1.6	14	-12%	1	1
ClC1=C(Cl)C2(Cl)C3C(Cl)C=CC3C1(Cl)C2(Cl)Cl (centres undefined)	-4%	-12%	-1%	2%	-0.8	-19	2%	4	5
CCSc1nnc(NC(=O)c2cccn(Cc3ccccc3Cl)c2=O)s1	x	1%	2%	x	x	-1	-18%	x	x
Cc1nc2c(c(=O)[nH]1)C(c1ccc([N+](=O)[O-])cc1)c1c(c3ccccc3oc1=O)O2 (centres undefined)	0%	-4%	1%	-4%	-0.7	1	-1%	3	9
CNC(=O)O/N=C/c1nn(C(=O)C(C)(C)C)cc1Br	-4%	7%	-3%	-1%	0.8	6	8%	6	6
C[C@H]1CCC/C=C/[C@@H]2C[C@H](O)C[C@H]2[C@@H](O)/C=C/C(=O)O1	6%	-77%	1%	4%	-5.5	7	-54%	16	1
CCc1nnc(N/N=C/c2ccc(N3CCC(C)CC3)c([N+](=O)[O-])c2)n1N	-1%	u	6%	-1%[11.6 µM]	-2.2	-11	u	-30	-1
Cc1occc1C(=O)NCCc1cccc(Cl)c1	-20%	-12%	5%	-30%[57.1 µM]	-2.7	-4	42%[activator]	8	-13
Cn1c(O)c(/C=C2\N=c3ccccc3=C2CCNC(=S)NC2CC2)c(=O)n(C)c1=O	0.95µM*	6%	16%	-4%	-0.5	0	1%	-2	3
O=[N+]([O-])c1cc(-n2cnnn2)ccc1N1CCC(Cc2ccccc2)CC1	-4%	u	18%	-8%	1.7	-1	u	19	x
c1cncc(CNC2CCCCC2)c1	-1%	9%	-2%	7%	-2.9	-13	-5%	3	-2
CC(=O)c1cccc(NC(=O)N2C[C@H]3C[C@@H](C2)c2cccc(=O)n2C3)c1	-8%	0%	-1%	7%	0.4	-3	1%	20	0
Cc1oc2c(c1C(=O)NCc1cccnc1)C(=O)c1ccccc1C2=O	-10%	3.2µM*	-14%	-12%	-3.1	-7	u	-72*	-1
CCCC[C@H](CN(N=O)[C@@H](Cc1ccccc1)CN(C)N=O)N(CCc1ccccc1)N=O	-6%	u	6%	-5%	-0.3	15	-8%	22	3
O=C(N/N=C/c1c(O)n(CCC2=CCCCC2)c(=S)[nH]c1=O)c1ccccc1	u	-1%	-17%	-20%	-0.7	-1	88%[activator]	u	-59*
C=C(CO)CC1CC(O)[C@]2(C)OC3CC4OC5C[C@]6(C)O[C@]7(C)CCC8OC9C[C@]%10(C)OC%11C(C)=CC(=O)OC%11CC%10OC9C[C@@H](C)C8OC7CC6O[C@]5(C)C/C=C\C4OC3CC2O1 (some centres undefined)	2%	5%	-2%	-3%	0.3	12	-2%	76	-3
CC1CN(c2ccc([N+](=O)[O-])c(N3CCCCC3)c2)CCN1 (centres undefined)	-5%	-41%	8%	2%	0.6	-7	u	-20	-1
Cc1ccc(N2CC(C(=O)Nc3nnc(SCC(=O)Nc4cc(C)on4)s3)CC2=O)cc1 (centres undefined)	1%	5%	-8%	u	1.0	6	16%[1.53 µM]	-12	2
Cc1cc(-c2nc3ncccc3o2)ccc1NC(=O)c1ccccc1Br	x	u	29%	x	x	8	-13%	x	x
CC1(C)CC[C@]2(C(=O)O)CC[C@]3(C)C(=CC[C@@H]4[C@@]5(C)CC[C@H](O[C@@H]6O[C@H](C(=O)O)[C@@H](O)[C@H](O[C@@H]7OC[C@H](O)[C@H](O)[C@H]7O)[C@H]6O)C(C)(C)[C@@H]5CC[C@]43C)[C@@H]2C1	-24%	u	-17%	-6%[11.6 µM]	-0.8	-22	u	-63*	-65*
O=c1[nH]c(Cl)ccc1CN1CCOCC1	3%	16%	-6%	3%	-2.4	-5	u	-17	-4
C[C@]12CCC(=O)C=C1CC[C@@H]1[C@@H]2CC[C@]2(C)C(=O)CC[C@@H]12	-7%	27%	-1%&21%	-5%	0.5	9&11	0%	0	-3
CCCCN=Cc1c(O)n(-c2c(C)cc(C)cc2C)c(=O)[nH]c1=O	2%	0%	-11%	3%	3.6	-3	-11%	15	x
COc1ccc2[nH]c(C)c(CCNC(=S)Nc3cc(C)cc(C)c3)c2c1	-10%	u	4%	-1%	-2.1	-3	u	-1	4
CN1C2CCC1CC(=NO)C2	1%	21%	0%	3%	1.0	5	-19%	14	7
CC(=O)OC1C(O)C(C)OC(OC2C(OC(=O)C3CCC4C(C3)OC3(CC(OC(=O)/C=C/c5ccccc5)C(C)CO3)C43CO3)OC(C)C(O)C2OC(C)=O)C1O (centres undefined)	1%	-75%	-18%	4%	-5.8	6	-51%	4	22
C=C(C)[C@@H]1CC[C@]2(C(=O)O)CC[C@]3(C)[C@H](CC[C@@H]4[C@@]5(C)CC[C@H](O)C(C)(C)[C@@H]5CC[C@]43C)[C@@H]12	-2%	16%	-3%	-9%	-0.2	-49	4%	0	1
CCOc1ccc(N2C(=O)NC(=O)/C(=C\c3ccc(N4CCCCC4)o3)C2=O)cc1	80%[activator]	16%	7%	3%	1.7	5	12%	3	3
CC(=O)OC1(c2ccccc2)CCN(C2CCCCC2)CC1C (centres undefined)	-11%	u	-1%	2%	-1.8	5	-2%	-11	-2
Cc1cccc(NP(=O)(Oc2ccccc2F)Oc2ccccc2F)c1	-7%	11µM*	-17%	-6%	-4.7	-1	u	15	3

Screening results deposited in PubChem by National Center for Advancing Translational Sciences (NCATS).

Some of the compounds tested; the hit share may differ from the screen's.
